# Cneo AK release – Cryptococcus neoformans cell lysis inducers, primary screen, AK release luminescence, single concentration | C. neoformans lysis, adenylate kinase release luminescence, 4 h; normalised: neutral wells 0, clomiphene wells 100 | lysis activity, % at 15 µM | actives 0.2% (n = 360,000) | AID 651654, 2012;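 active means mean lysis activity across replicates of at least 80%, whatever share of replicates individually reach that level; inactive means mean lysis activity below 80%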
#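 Material: C. neoformans cells; Schedule: 4 h static compound exposure, 37 °C, read 1 h post-reagent; Measured by: adenylate kinase release luminescence; Read-out: signal increase indicating cell lysis; Controls: Clomiphene as positive lysis control.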
# PGC1a acetyl inh – inhibitors of PGC1a acetylation signal, primary screen, cell-based, U2OS, AlphaScreen, inhibitor mode | AlphaScreen anti-acetyl-lysine; with virally co-expressed GCN5 acetyltransferase | inhibition, % at 15.6 µM | actives 0.17% (n = 350,000) | AID 651687, 2012;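 active means every replicate shows inhibition of at least 40%; inconclusive means mean inhibition at least 40% but some replicate below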;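 further: 0% = neutral control wells and 100% = positive control wells; some results beyond the cut were filed as inactive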
# C2C12 statin – suppressors of statin myotoxicity in C2C12 myotubes, primary screen, cell-based, single point, plate reader; C2C12 myotubes + simvastatin, ATP luminescence, 48 h; scaled: DMSO 0, geranylgeraniol control 100; rescue of ATP level, % at 7.49 µM; actives 0.78% (n = 330,000);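 active means mean ATP rescue above about 67%, or every replicate alone reaching that limit, limit read from the data, passing the limit was not always enough; inconclusive means no clear call, values can overlap the other calls; inactive means mean under the limit and some replicate under it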;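 further: myotubes were challenged with 10 µM simvastatin during compound exposure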
# PglD inh – C. jejuni PglD acetyltransferase inhibitors, primary screen, biochemical, DTNB colorimetric, single point; actives 0.098% (n = 360,000); purified PglD enzyme, DTNB colorimetric CoA detection; inhibition, % at 12.5 µM; in the data active means inhibition above about 16%, passing the limit was not always enough; inconclusive means no clear call, values can overlap the other calls; further: strong numbers were not always called active
# GSIS activator – GLuc luminescence reporter in INS-1E cells, primary screen for activators of glucose-dependent secretion of insulin; AID 743287, 2014; activation, % at 16.6 µM; actives 0.61% (n = 370,000); INS-1E GLuc reporter insulin secretion, 2-3 h;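 active means lowest replicate activation of at least 40%, so every replicate reaches that level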;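 further: 0% = median of neutral control wells and 100% = median of IBMX positive control wells; some compounds called inactive have numbers as strong as hits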
# miR122 inh – miR-122 Renilla sensor signal increase in Huh7, primary screen, miR-122 inhibitor project, cell-based, single point, plate reader; AID 602342, 2012; activation (reporter increase), % at 12.5 µM; Huh7 miR-122 Renilla luciferase sensor, 48 h; neutral wells = 0, positive control = 100; actives 0.3% (n = 340,000);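 active means mean replicate activation score at least 90 and every replicate individually at or above 90; inconclusive means only one of the two criteria met; inactive means neither criterion met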;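 further: higher luciferase means less miR-122 activity so hits act as miR-122 inhibitors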
# FN deposit inh – inhibitors of fibronectin matrix deposition, primary screen, AH1F cells, Alexa488-fibronectin fluorescence, plate reader. AH1F fibroblasts, overnight. actives 0.086% (n = 350,000). inhibition, % at 12.6 µM. AID 743247, 2014;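 active means mean inhibition across replicates of 30% or more, regardless of how many single replicates reach that level; inconclusive means mean under 30% yet at least half of replicates reach 30%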;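 further: positive control wells lacked labelled fibronectin entirely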
#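 Schedule: 1 h cell adhesion before compound, then overnight fibronectin incubation; test system: AH1F fibroblast monolayer depositing Alexa488-labelled fibronectin into matrix; quantity: 10000 AH1F cells per well; probe or stimulus: fluorescent fibronectin at 24 nM final; signal: fluorescence, ex 485 nm, em 525 nm; evaluation: percent inhibition as loss of matrix-bound fibronectin fluorescence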
# F508del corr – F508del CFTR correction, initial screen, CFBE line, single point; CFBE cells, YFP halide quenching; stimulated with forskolin plus potentiator P3; % fluorescence drop versus neutral controls; activity (quench increase), % at 7.58 µM; actives 0.36% (n = 350,000); AID 720511, 2013;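 active means mean added fluorescence quench of at least 8% versus neutral control, with both replicates also reaching 8%; inconclusive means only one of the mean or replicate conditions met; inactive means mean below 8% and not both replicates reaching 8%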;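 further: cells transiently co-express mutant CFTR-F508del with the halide-sensitive YFP; corrector assay measuring rescue of mutant channel to the surface after 24 h compound exposure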
# Starred values were filed as active, the others as inactive; u = inconclusive; x = no result given; & = joins results of further samples; [ ] = dose if it differs, or a comment. Not a hit list (roughly 2.1% active in at least one column).
SMILES,Cneo AK release,PGC1a acetyl inh,C2C12 statin,PglD inh,GSIS activator,miR122 inh,FN deposit inh,F508del corr
COc1ccc(S(=O)(=O)N(C)C[C@H]2Oc3ccc(NC(=O)CCC(F)(F)F)cc3C(=O)N([C@H](C)CO)C[C@@H]2C)cc1,-1&-1,0&11,-3&0,0&5,1&-2,2[16.7 µM],-12&7,-1.1&-4.1
CCN1C(=O)/C(=C2\C=Cc3cc(C)ccc3N2CC)OC1=S,-1,-6,2,-3,-11,-7,x,x
Cc1cc(C)nc(SCc2ccc(C(=O)N/N=C3\CCCC(=O)C3)cc2)n1,x,-2,x,x,-13,x,12,1.2
CC1CCCCC1NC(=O)C1CCN(C(=O)NC2CCCCC2)CC1 (stereo unspecified),-1,u,-2,3,x,3,6,x
C=CCn1c(SCC(=O)Nc2ccccc2)nnc1-c1cccc(S(=O)(=O)N2CCOCC2)c1,0,20,-9,-8,x,0,x,x
Cc1cc(C(=O)O)c(C)n1Cc1ccncc1,-1,-2,2,-3,x,x,5,-0.9
C[C@H]1CN([C@@H](C)CO)C(=O)c2cc(NC(=O)C3CCCCC3)ccc2O[C@@H]1CN(C)Cc1ccc(-c2ccccc2)cc1,62,-12,8,-1,0,-7[16.7 µM],11,3.1
Cn1c(=O)c2sccc2n2c(CCCC(=O)N3CCN(c4ccccn4)CC3)nnc12,1,-3,-4,3,17,1,-7,2.0
Cc1ccc(NC(=O)c2cnc(SCC(=O)NCC3CCCO3)n(C)c2=O)cc1 (stereo unspecified),2,x,26,1,0,5,-18,0.4
CC(C)(C)OC(=O)[C@H](Cc1ccccc1)NC(=O)c1nc[nH]c1C(=O)N1CCN(C(=O)OC(C)(C)C)CC1,0,x,-6,-2,-31,-1,6,0.8
CC(O)(CS(=O)(=O)Cc1ccc(Cl)cc1)C(=O)Nc1cccc(C(F)(F)F)c1 (stereo unspecified),0,4,-8,6,-16,x,x,1.9
COc1ccc(CCNC(=O)C(=O)NCc2ccccn2)cc1,-2,-12,10,0,4,-13,2,-2.1
O=C(NN=Cc1ccc([N+](=O)[O-])cc1)c1ccncc1,-1,-1,5,5,x,-1,-6,-3.6
COC(=O)C[C@@H]1C[C@@H]2c3cc(NC(=O)CN(C)C)ccc3O[C@@H]2[C@@H](CO)O1,-5,-28,-2,-9,25,-1[16.7 µM],x,-3.3
CC(C)(CCl)C(=O)Nc1ccc(Sc2ccc(F)cc2)cc1,2,-12,9,2,x,-8,-7,x
Cc1cccc(OCCCC(=O)Nc2ccc3c(c2)OCO3)c1,x,1,-5,x,-13,-1,x,x
C[C@@H]1CCCCO[C@@H](CN(C)S(=O)(=O)c2cccs2)[C@@H](C)CN([C@H](C)CO)C(=O)c2cc(NC(=O)CCC(F)(F)F)ccc2O1,0,6,x,0,2,13[16.7 µM],x,0.5
Cc1ccc(S(=O)(=O)n2[nH]c(=O)cc2N)cc1,-1,4,5,-1,2,-3,-2,1.7
COCCCNC(=O)Cn1c(=O)n(Cc2ccc(F)cc2)c(=O)c2sccc21,-2,-8,-3,5,x,4,x,x
CC(=O)Nc1c(O)nc(SCc2ccc(Cl)cc2)[nH]c1=O,-1,3,x,4,22,-6,x,x
COc1ccc(C(=O)Nc2ccc(N3CCCC3)cc2)cc1Br,-4,17,-1,0,13,-6,1,-0.3
COc1ccc(Cl)cc1NC(=O)CN1CCC(NC(=O)C2CC2)CC1,-2,-5,1,-4,-5,4,-9,5.0
CCOC(=O)C1(Cc2cccc(Cl)c2)CCCN(C(=O)c2cccc(C)n2)C1 (stereo unspecified),x,4,x,x,-7,x,22,-2.4
CO[C@H]1CC[C@@H]2CCN(C)C(=O)[C@H](C)N(C)C(=O)c3cccc(C#N)c3OC[C@H]1O2,1,x,-5,0,13,x,-9,x
CC(C)(C)NC(=O)C(c1cccnc1)N(C(=O)c1ccc(Cl)nc1)C1CCCC1 (stereo unspecified),1,-4,-6,6,-1,0,-2,0.6
O=C(O)CC(C(=O)Nc1ccc(F)cc1)C1CCCO1 (stereo unspecified),x,-4,7,x,-5,2,13,0.1
C[C@@H]1CN([C@H](C)CO)C(=O)c2cccc(NC(=O)c3ccncc3)c2O[C@@H]1CN(C)S(=O)(=O)c1cccs1,-18,-4,-5,2,-1,-22[16.7 µM],x,0.7
C[C@@H]1CN([C@H](C)CO)C(=O)c2cc(NC(=O)Nc3cccc4ccccc34)ccc2O[C@H]1CN(C)Cc1ccc2c(c1)OCO2,2,-6,-111,-5,-16,-4[16.7 µM],x,-0.8
Cc1ccc(NS(=O)(=O)c2ccc3c(c2)NC(=O)C(C)C(=O)N3)c(Cl)c1 (stereo unspecified),-2,x,8,6,x,x,1,-4.4
Cc1cc(NC(=O)c2ccc3[nH]c(C)c(C)c3c2)ccn1,-1,-7,-40,3,-9,-5,3,3.2
CCC(C)C1/C=C\CC(NC(=O)OCC2c3ccccc3-c3ccccc32)CC(=O)N1Cc1ccccc1 (stereo unspecified),5,10,-4,9,x,2,x,x
CCC(=O)N1C[C@@H](C)[C@@H](OC)CN(C)C(=O)c2ccc(NC(=O)Nc3ccc(Cl)cc3)cc2OC[C@H]1C,-3,17,12,-2,-23,x,-12,2.4
CC(=O)N1CCCc2cc(S(=O)(=O)N3CCc4ccccc4C3)ccc21,-4,x,27,3,x,12,-3,x
CCCN(CCC)CCNc1c(NC2CCN(C(=O)OCC)CC2)c(=O)c1=O,0,4,15,8,-18,-8,6,-2.0
CCOc1ccc(C2=CC(=O)C[C@H](c3ccc(OC)cc3)C2)cc1,1,x,-42,-1,-13,x,-1,2.3
CCCCn1c(SCC(=O)N(C)C2CCS(=O)(=O)C2)nc2cc(S(N)(=O)=O)ccc21 (stereo unspecified),-2,3,9,-2,-3,12,0,0.5
Cc1ccc2nsnc2c1NC(=O)c1ccc([N+](=O)[O-])o1,1,u,34,1,x,-3,x,x
CC1Cc2ccccc2N1C(=O)CSc1ncccc1C(=O)O (stereo unspecified),4,-5,20,2,x,-2,x,x
COc1ccc(OC)c(/C=N/n2c(COc3ccccc3)n[nH]c2=S)c1,1,x,-2,0,-25,2,-5,3.4
CNC(=S)NNC(=O)c1sc2cc(C(F)(F)F)cnc2c1-c1ccccn1,x,4,x,x,13,x,0,0.8
CCOC(=O)C(C)N1C(=O)S/C(=C/c2cc(C)n(-c3ccncc3)c2C)C1=O (stereo unspecified),-4,-2,-3,-3,-16,2,-6,0.2
CC(C)CN1CCC(C(=O)NCC2CCCO2)CC1 (stereo unspecified),0,-16,14,5,x,-3,x,x
COc1ccc2c3c(n(C)c2c1)[C@@H](CO)N(S(C)(=O)=O)CC31CCN(CC2CCCCC2)CC1,x,0,x,x,5,x,13,3.1
CNS(=O)(=O)c1cc(-c2nnc(N3CCOCC3)c3ccccc23)ccc1C,2,x,-7,-2,x,82,2,-1.1
CCCCN(CC)Cc1c(C)[nH]c2ccccc2c1=O,0,3,8,-3,x,-1,x,x
CN(C)c1ccc(NC(=O)CN2CCc3ccccc3C2)cc1,-2,-5,4,4,-3,18,6,-0.1
CC(C)OCCCNC(=O)CN1C(=O)COc2ccc(S(=O)(=O)N3CCCCCC3)cc21,-1,-1,-1,2,-16,-7,0,-1.5
O=C1NC(=O)C2(CCCc3c([N+](=O)[O-])cccc32)N1 (stereo unspecified),1,-3,-2,-4,x,2,1,2.6
CCOC(=O)N1CCN(C(=O)CCN2C(=O)COc3ccc(C)cc32)CC1,2,x,0,-6,x,3,3,x
Cc1ccccc1NS(=O)(=O)c1ccc(C(=O)N(C)CC(=O)Nc2ccccc2Br)cc1,0,4,7,0,-17,1,1,6.1
CSc1ccccc1C(=O)Nc1nc2ccccc2[nH]1,-7,5,-4,-6,-3,-2,-3,2.6
COc1ccccc1-c1ccc2c(c1)O[C@@H](CN(C)C(=O)Nc1ccccc1)[C@@H](C)CN([C@@H](C)CO)S2(=O)=O,0,-5,29,1,-16,-1[16.7 µM],x,-0.4
O=C(NCCCN1CCOCC1)c1ccc(CNS(=O)(=O)c2ccc(Br)cc2)cc1,2,x,x,-1,-2,11,4,1.8
CCCNC(=S)N1CCC(C(=O)c2ccc3c(c2)OCCO3)CC1,x,3,x,x,1,x,-3,-1.2
CN(C)CCNC(=O)c1cccc(-c2cnc3c(NC=O)cc(-c4ccc(F)cc4)cn23)c1,-12,-11,-6,1,10,-8,11,1.7
CN(C)C(=O)c1ccc(-c2ccc3c(c2)[C@H]2[C@H](CCN2Cc2cncnc2)[C@H](CO)N3)cc1,-1,10,19,0,2,-14[16.7 µM],-16,2.8
COc1ccc(NC(=S)N2CCN(C/C=C/c3ccccc3)CC2)cc1OC,0,x,7,-5,-40,x,x,x
COc1cc(OC)c(OC)cc1/C=C/C(=O)c1ccc(NS(=O)(=O)c2ccc(C)cc2)cc1,2,-13,x,3,1,-7,2,x
CCC(CC)c1nc(C#N)c(NCc2ccccc2)o1,-3,7,x,7,-6,3,2,x
COc1cc(CO)ccc1Oc1nc2ccccc2n2cnnc12,-1,7,-4,-1,9,-2,-10,1.6

# At a glance, 3 of the compounds above:
SMILES,Cneo AK release,PGC1a acetyl inh,C2C12 statin,PglD inh,GSIS activator,miR122 inh,FN deposit inh,F508del corr
CN(C)c1ccc(NC(=O)CN2CCc3ccccc3C2)cc1,-2,-5,4,4,-3,18,6,-0.1
CC(C)OCCCNC(=O)CN1C(=O)COc2ccc(S(=O)(=O)N3CCCCCC3)cc21,-1,-1,-1,2,-16,-7,0,-1.5
O=C1NC(=O)C2(CCCc3c([N+](=O)[O-])cccc32)N1 (stereo unspecified),1,-3,-2,-4,x,2,1,2.6

# (next part)
SMILES,Cneo AK release,PGC1a acetyl inh,C2C12 statin,PglD inh,GSIS activator,miR122 inh,FN deposit inh,F508del corr
CC(C)Oc1ccc(Cn2c(-c3ccco3)n[nH]c2=S)cc1,3,-4,14,-4,x,4,x,x
CN1C[C@@H]2[C@@H]3C(=O)N(C)C(=O)[C@@H]3[C@](C)(C1=O)N2C(=O)c1ccc(C(C)(C)C)cc1,-1,x,4,1,25,x,-4,-2.7
O=C(C[C@H]1C[C@H]2c3cc(NC(=O)NC4CCCC4)ccc3O[C@H]2[C@H](CO)O1)NCc1cccnc1,x,7,x,x,-2,x,-5,-0.1
CCC(=O)N1CCCCN2[C@H](CO)[C@@H](c3ccc(/C=C/c4ccccc4)cc3)[C@H]2C1,2,-7,x,0,3,-4[16.7 µM],x,-2.9
CCN(CC)C(=O)Cn1cc(S(=O)(=O)CC(=O)NCCc2ccc(OC)c(OC)c2)c2ccccc21,-7,-8,-1,0,9,-2,-10,0.0
NC(=O)C1CCN(C(=O)c2cc(S(=O)(=O)N3CCOCC3)c(Cl)cc2Cl)CC1,-1,3,x,3,14,-3,2,x
